A549 viability: Nrf2 qHTS screen for inhibitors: counterscreen for cytotoxicity; A549 ARE-Fluc cells, CellTiter-Fluor viability, 18-24 h; Potency, µM (top dose mostly 46 µM), inactives show at the top dose activity change, negative = cytotoxicity, actives largely listed as inhibitors; 390,000 compounds, 0.16% hits; also: % is scaled to controls: 0 for no effect and ±100 for the full control effect
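A549 ARE_Fluc cells in 5% FBS OPTI-MEM were exposed to compounds in concentration-response for 18-24 h at 37 deg C. Viability was read by CellTiter-Fluor fluorescence (Ex 405/Em 525) after 30 min, before the luciferase read.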
Nrf2 activator: qHTS of Nrf2 Activators. AID 624171, 2012. Potency, µM (series often up to 46.1 µM), for the others: at the highest dose activation, hits mostly activators. 410,000 compounds, 0.31% hits. AREc32 ARE-luciferase reporter (MCF7-derived line), luminescence, 24 h; also: % of control where 0% means no effect; nearly all actives have a fitted effect of over 65% in size
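Nrf2 activation is followed as ARE-luciferase induction in the AREc32 line after one day of compound treatment; luminescence is read with Steady-Glo.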
MCF10A rereplic: A quantitative high throughput screen for small molecules that induce DNA re-replication in MCF 10a normal breast cells; MCF 10A DNA re-replication, Hoechst nuclear intensity, 48 h; Potency, µM (titrated, usually from 46.1 µM), inactives show top-dose activity, positive = re-replication, hits mostly activators; 350,000 compounds, 2.9% hits; AID 624296, 2012; also: % of control where 0% means no effect; nearly all actives have a fitted effect of over 50% in size
S2 tox: Viability Counterscreen for Primary qHTS for Inhibitors of ATXN expression. S2 cells (HEK-293 line with an ATXN2-luciferase reporter) viability, CellTiter-Fluor protease fluorescence, 24 h. Potency, µM (titrated, usually from 56.7 µM), usual class: cytotoxic. 400,000 compounds, 0.49% hits; also: nearly all actives have a fitted effect of over 40% in size
EPAC2 antag: qHTS for Antagonist of cAMP-regulated guanine nucleotide exchange factor 2 (EPAC2): primary screen. 360,000 compounds, 0.18% hits. Potency, µM (highest dose often 114 µM), inactives show top-dose activity, negative = inhibition, hits mostly inhibitors. EPAC2 GEF exchange of Rap1B-BODIPY-GDP, fluorescence; also: % is scaled to controls: 0 for no effect and ±100 for the full control effect; nearly all actives have a fitted effect of over 45% in size; many of its hits are not listed in these tables
Target sequence (Q8WZA2 whole entry, looked up): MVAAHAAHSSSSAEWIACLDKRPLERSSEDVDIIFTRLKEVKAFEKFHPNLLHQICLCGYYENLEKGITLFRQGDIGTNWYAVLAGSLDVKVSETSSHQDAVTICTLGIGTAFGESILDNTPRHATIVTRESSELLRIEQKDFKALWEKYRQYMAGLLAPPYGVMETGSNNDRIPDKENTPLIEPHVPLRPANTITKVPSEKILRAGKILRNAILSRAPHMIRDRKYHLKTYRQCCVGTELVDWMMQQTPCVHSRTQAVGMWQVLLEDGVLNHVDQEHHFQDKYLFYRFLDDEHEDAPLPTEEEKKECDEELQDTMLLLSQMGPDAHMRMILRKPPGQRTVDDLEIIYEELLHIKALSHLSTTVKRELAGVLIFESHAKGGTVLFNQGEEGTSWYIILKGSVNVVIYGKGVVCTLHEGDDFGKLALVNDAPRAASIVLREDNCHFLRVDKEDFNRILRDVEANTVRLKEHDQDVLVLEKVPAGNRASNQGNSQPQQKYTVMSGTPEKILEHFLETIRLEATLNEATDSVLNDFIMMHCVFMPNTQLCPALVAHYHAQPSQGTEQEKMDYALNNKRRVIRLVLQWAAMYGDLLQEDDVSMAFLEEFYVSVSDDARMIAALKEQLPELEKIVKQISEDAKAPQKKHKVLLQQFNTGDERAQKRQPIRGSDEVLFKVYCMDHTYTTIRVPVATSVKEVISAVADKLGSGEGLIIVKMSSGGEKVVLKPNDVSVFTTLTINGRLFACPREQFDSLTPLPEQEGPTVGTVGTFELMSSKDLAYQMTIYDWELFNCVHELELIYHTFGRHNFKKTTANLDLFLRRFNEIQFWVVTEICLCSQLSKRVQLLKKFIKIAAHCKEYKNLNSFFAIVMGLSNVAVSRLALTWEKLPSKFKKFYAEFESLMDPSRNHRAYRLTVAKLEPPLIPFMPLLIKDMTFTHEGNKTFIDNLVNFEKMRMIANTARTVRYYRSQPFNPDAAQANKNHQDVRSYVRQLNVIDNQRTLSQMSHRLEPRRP
TGFb inhibitor: qHTS for Inhibitors of TGF-b; Potency, µM (doses to about 46.1 µM), for inactives: at the top dose activity, negative = inhibition, most hits filed as inhibitors; 410,000 compounds, 1.2% hits; AID 588855, 2011; HepG2 CAGA-GFP TGF-b/SMAD3 reporter, GFP fluorescence, 18 h; TGF-beta stimulated, 500 pg/mL final; also: % is scaled to controls: 0 for no effect and ±100 for the full control effect; nearly all actives have a fitted effect of over 65% in size
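Per well, imaged GFP fluorescence of HEPG2 CAGA-GFP cells gives the signal; cells get compound, then TGF-beta (500 pg/mL final), 18 h at 37 degrees C; %Activity versus -TGF-beta and +DMSO controls.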
HepG2 tox: qHTS for Inhibitors of TGF-b: Cytotox Counterscreen; Potency, µM (top dose mostly 46.1 µM), inactives show at the highest dose activity change, negative = cytotoxicity, most hits filed as cytotoxic; AID 588856, 2011; HepG2 CAGA-GFP viability, ATP luminescence, 18 h; 410,000 compounds, 0.76% hits; also: some results filed as inactive show a strong effect at the top dose
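HepG2 CAGA-GFP cells (1000/well, DMEM with 1% FBS) received compound, then TGF-beta at 500 pg/mL final, and were incubated 18 hours at 37 degrees C. Viability was read by CellTiter-Glo luminescence. Media-only wells were set as complete cell-killing and DMSO as no toxicity.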
Nrf2 block: Nrf2 qHTS screen for inhibitors | Potency, µM (highest dose often 46 µM), for the others: top-dose activity change, negative = inhibition, actives largely listed as inhibitors | 360,000 compounds, 2.1% hits | AID 504444, 2011 | A549 ARE-Fluc reporter, luciferase luminescence, 18-24 h; also: % is scaled to controls: 0 for no effect and ±100 for the full control effect; nearly all actives have a fitted effect of over 60% in size
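Two sequential reads on A549 ARE_Fluc cells exposed to compound for 18-24 h: a CellTiter-Fluor fluorescence read for viability, then a luciferase luminescence read for Nrf2/ARE activity.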
ATXN2 expr inh: Primary qHTS for Inhibitors of ATXN expression. HEK-293 ATXN2-luciferase reporter, luminescence, 24 h. Potency, µM (top dose mostly 57 µM), inactives show at the highest dose activity change, negative = inhibition, actives largely listed as inhibitors. 360,000 compounds, 0.72% hits. AID 1745845, 2022; also: % is scaled to controls: 0 for no effect and ±100 for the full control effect; nearly all actives have a fitted effect of over 55% in size
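qHTS (up to 57 uM final) was run with 24 h compound exposure of reporter cells at 37 °C. Each well was multiplexed: SteadyGlo luminescence measured ATXN2-luciferase expression after a fluorogenic Gly-Phe-AFC viability readout (25 uM final).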
* hit, by the source's call; i = inactive; ? = inconclusive; nt = not tested or not shown; & = joins results of further samples. Calls follow the shape of the dose curve; as a rule, active = well fitted curve in the direction sought with a large enough effect; inconclusive = small, poorly fitted or top-dose-only effect, or another doubt; inactive = no such curve, though single readings can be large; an effect the other way counts as inactive or inconclusive. Potency is read from the fitted curve at half-maximal effect. A portion of the library; count on the stated rates, not on these rows.

Values in the order: EPAC2 antag | Nrf2 activator | TGFb inhibitor | A549 viability | MCF10A rereplic | HepG2 tox | Nrf2 block | ATXN2 expr inh | S2 tox
Cc1cc(C(=O)CCC(=O)NNC(=O)c2ccccc2O)c(C)s1
 : -31% | -0.1% | 1% | 4% | ? | -17% | -1% | -16% | i
Cn1c(N)c(S(=O)(=O)N2CCN(c3ccccc3F)CC2)c(=O)n(C)c1=O
 : -14% | -0.1% | -3% | 10% | 3% | -9% | ? | ? | ?
O=C(NN=Cc1ccc(O)cc1)C(=O)NN=Cc1ccc(O)cc1
 : 1% | 0.6% | 0% | -2% | -22% | 0% | 15% | -12% | i
O=C(CNc1cccc(S(=O)(=O)N2CCCC2)c1)Nc1ccc(F)cc1F
 : 4% | -0.8% | ? | 1% | 0% | -8% | -27% | -1% | i
COc1ccc(-c2coc3c(C(=O)NCc4ccc(F)c(F)c4)cccc23)c(C)c1
 : 3% | 0.5% | -22% | nt | nt | -16% | nt | -16% | i
COc1ccc(S(=O)(=O)N2CCCCCC2)cc1C(=O)N(C)Cc1cccc(OC)c1OC
 : 3% | 0.2% | 0% | -4% | 0% | -6% | -9% | -3% | i
CC(=O)N1CCc2cc(Br)cc(S(=O)(=O)CCC(=O)N3CCN(c4ccccn4)CC3)c21
 : -6% | 0.5% | -4% | 7% | ? | -16% | -12% | 4% | i
O=C(CCS(=O)(=O)c1ccccc1)N(Cc1cccnc1)c1nc2c(F)cccc2s1
 : nt | 26% | ? | 0% | nt | 7.9µM* | nt | nt | nt
CCn1nc(NS(=O)(=O)c2ccc(NC(C)=O)cc2)c2cc3ccccc3nc21
 : 4% | -0.8% | 1% | -9% | 8% | -3% | 0% | 2% | i
CS(=O)(=O)NCc1csc(-c2ccccc2)n1
 : -2% | 2.5% | -21% | -1% | 3% | -10% | 3% | -12% | i
COc1cccc(NC(=O)CNC(=O)Cn2cnc3sc(C)c(C)c3c2=O)c1
 : -22% | -0.3% | -3% | 1% | -3% | -6% | 8% | -1% | i
COc1ccc(Nc2nc(-c3sc(C)nc3C)cs2)cc1
 : -12% | 11% | ? | -10% | ? | -38% | -16% | nt | ?
CC1(C)Cc2nc3sc4c(=O)n(CC(N)=O)cnc4c3cc2CO1
 : 3% | -0.6% | 8% | -8% | -11% | 8% | 0% | 19% | i
O=C(Nc1ccc2snnc2c1)N1CCOCC1
 : 3% | 0.3% | 1% | 1% | -2% | -1% | 11% | 10% | ?
CN1CCN(c2nc3c(c(=O)[nH]c(=O)n3C)n2CCCSc2nnnn2-c2ccccc2)CC1
 : 8% | 2.4% | 9% | 0% | 1% | 17% | 6% | -19% | i
COc1cc(C2C(C#N)=C(N)Oc3c2ccc2ccccc32)ccc1OCC(=O)Nc1ccccc1C (configuration not stated)
 : -3% | -0.2% | -8% | -12% | 11% | -2% | ? | -5% | i
Cc1ccc(C2=Nc3ccc(Br)cc3C(c3ccncc3)=NN2)cc1
 : 2% | 3.1% | 3% | -7% | ? | 4% | ? | nt | i
O=C(Nc1ccc(C(=O)N2CCCC(CO)C2)cc1)c1ccc(Br)o1 (configuration not stated)
 : 5% | -0.2% | -5% | 0% | 0% | 0% | 7% | 10% | i
O=C(Nc1cccc(S(=O)(=O)N2CCCC2)c1)c1ccc2c(=O)n3c(nc2c1)CCCCC3
 : -13% | -0.2% | ? | -17% | 17% | -30% | 12µM* | ? | i
O=C(Nc1ccccc1)c1cccc(N2CCCS2(=O)=O)c1
 : nt | 6.0% | -1% | 8% | nt | -15% | -19% | 12% | i
CCOc1ccc(C(=O)Nc2ccc(-c3nc4cc(C(C)C)ccc4o3)cc2)cc1Cl
 : nt | 3.8% | ? | -4% | nt | -25% | -27% | 7% | i
CCC(=O)NC1OC(CO)C(O)C(O)C1O (configuration not stated)
 : 4% | -1.3% | -16% | 10% | 6% | -83% | -3% | nt | i
O=C(CCN1C(=O)c2ccccc2C1=O)N1CCOCC1
 : 19% | 0.0% | 3% | 5% | -3% | -14% | 13% | 0% | i
CCCN(CCC)Cc1cc(=O)oc2cc(C)ccc12
 : ? | 0.1% | ? | nt | nt | -12% | nt | -1% | i
Cc1cccc(NC(=O)c2cc(S(=O)(=O)N3CCc4ccccc43)cn2C)c1C
 : 1% | -0.3% | -7% | 8% | ? | -23% | 8% | -2% | i
COc1cc(OC)cc(C(=O)NCCc2csc3nc(-c4ccccc4F)nn23)c1
 : nt | 6.4% | -1% | -6% | nt | -1% | nt | -12% | i
Cc1cc(C(=O)N2CCN(C(c3ccccc3)c3ccccc3)CC2)on1
 : -10% | 0.9% | ? | 4% | -6% | -53% | -1% | -6% | i
COc1ccc2c(c1)[C@@H]1[C@H](CO2)[C@H](c2ccccc2)[C@]2(C)C(=O)Nc3ccc(C)cc3C(=O)N12
 : 4% | -0.8% | ? | -7% | 1% | -13% | 2% | ? | ?
Cn1c(SCC(=O)NNC(=O)c2ccc(Cl)cc2)nnc1-c1cccnc1
 : 1% | 0.2% | -2% | 0% | 6% | -3% | -25% | nt | i
Cc1ccc(C)c(Nc2cc(C(=O)NCc3cccnc3)c3ccccc3n2)c1
 : -7% | 2.1% | -3% | 0% | 19% | 12% | 1% | -15% | ?
CN1CC2([N+](=O)[O-])CC=C(OCCO)C([N+](=O)[O-])(C1)C2 (configuration not stated)
 : -7% | -0.3% | 1% | -6% | -1% | 11% | 13% | 7% | i
COC(=O)c1cc(S(=O)(=O)N(C)Cc2ccco2)c[nH]1
 : -7% | -0.6% | 12% | 0% | -3% | -19% | 9% | nt | i
c1ccc(-c2nnc(CN3CCN(c4ccccc4)CC3)o2)cc1
 : -12% | 0.2%&2.6% | 3%&-11% | 0%&-3% | 0% | -1%&-24% | 16%&4% | -5%&-1% | ?
CC(C)CN(C(=O)COC(=O)/C=C/c1ccc(Cl)c(Cl)c1)c1c(N)n(Cc2ccccc2)c(=O)[nH]c1=O
 : 5% | -0.3% | 11% | -11% | ? | 28% | ? | ? | ?
O=S(=O)(c1cc(F)ccc1F)N1CCN(c2ccccn2)CC1
 : 2% | 0.0% | -14% | 1% | 1% | 2% | -2% | 3% | i
N#Cc1nc(COc2ccc(Cl)cc2)oc1N1CCCCCC1
 : 7% | 0.1% | 0% | 7% | 0% | -2% | -13% | -3% | i
Cn1c(=O)c2c(nc(N/N=C/c3cccs3)n2Cc2ccccc2)n(C)c1=O
 : 7% | 0.4% | -24% | 0% | 5% | -5% | ? | -10% | ?
CCC(C)c1ccccc1NC(=S)Nc1cccnc1 (configuration not stated)
 : 9% | 0.2% | -12% | -2% | ? | -18% | -2% | -2% | i
CSCCC(NC(=O)c1ccc([N+](=O)[O-])cc1Cl)C(=O)OCC(=O)NC1CCCC(C)C1C (configuration not stated)
 : -15% | -0.1% | ? | 1% | -3% | -25% | 0% | -11% | i
O=C(NCc1ccco1)c1ccccc1-c1nc(-c2ccccc2)no1
 : 0% | ? | -19% | -19% | 9% | 2µM* | -10% | 3% | i
CCOC(=O)COn1c(=O)c(=O)n(OC)c2ccccc21
 : -4% | -0.4% | -15% | -8% | -7% | -24% | 9% | 1% | i
CCCn1nc(C(=O)N2CCN(c3ccccn3)CC2)c2ccccc2c1=O
 : 19% | -0.1% | 6% | 1% | 4% | 6% | 1% | -6% | ?
CCOc1ccc(OCC)c(NC(=O)CSc2nnc(Cn3cnc4ccccc43)n2C)c1
 : 3% | -0.4% | 8% | -7% | -4% | 0% | -13% | -6% | i
Cc1cc(-c2nn(-c3ccccc3F)cc2CN2CCCC(O)C2)c(C)s1 (configuration not stated)
 : ? | 4.9% | -23% | 6% | 22% | -24% | -8% | nt | ?
O=C(C1CCC(Cn2c(=S)[nH]c3ccccc3c2=O)CC1)N1CCOCC1 (configuration not stated)
 : -6% | -0.8% | 1% | 17% | -1% | -9% | -27% | 4% | i
COc1cc(C(C#N)N2CCC(c3ccccc3)=N2)ccc1O (configuration not stated)
 : -5% | 13% | -17% | -6% | ? | -1% | 21% | 14% | i
O=C(NCc1ccc2c(c1)OCO2)C1CC(=O)N(c2ccc(Cl)cc2)C1 (configuration not stated)
 : 2% | -0.3% | 0% | -9% | 11% | 3% | -13% | -7% | i
O=C(NC(c1ccc(Cl)cc1)c1cnccn1)C1CCN(CCCc2ccccc2)CC1 (configuration not stated)
 : 3% | 0.4% | 1% | nt | nt | -36% | nt | -8% | i
c1coc(-c2nc3nc4ccccc4nc3n2-c2ccc3c(c2)OCCO3)c1
 : -7% | -0.5% | 1% | -8% | 17% | -12% | -14% | 0% | i
C1CCC2(CC1)OCC1(CO2)COC2(CCCCC2)OC1
 : -2% | -0.7% | 1% | 7% | -1% | -16% | 16% | -5% | i
CCOC(=O)C1CCN(S(=O)(=O)c2ccc(C)c(C(=O)NC3CCCCC3)c2)CC1
 : 28% | -0.7% | 6% | -1% | -8% | 11% | 3% | 2% | i
CCc1nc(C)ccc1OCC(=O)NCCCN(C)C
 : 17% | 0.2% | 0% | -10% | 0% | 9% | -4% | -2% | i
COc1cc(C=CC(=O)c2ccccc2)cc(OC)c1OC
 : 7% | ? | 10µM* | nt | nt | -93% | nt | ? | i
Cn1cc(C(=O)NCc2ccc(Cl)cc2)c(=O)c2cc(S(=O)(=O)N3CCOCC3)ccc21
 : -9% | -0.7% | -25% | -2% | -2% | 11% | 7% | -7% | i
Cc1cnn(C(=S)NCc2ccco2)c1
 : 7% | 0.0% | -15% | -5% | -2% | -28% | 8% | -6% | i
CCCCC(NC(=O)CCc1c(C)c2cc3c4c(oc3c(C)c2oc1=O)CCCC4)C(=O)O (configuration not stated)
 : -13% | -1.4% | -19% | 4% | -12% | -8% | ? | -20% | i

In a second layout: entries from further up
C1CCC2(CC1)OCC1(CO2)COC2(CCCCC2)OC1
  EPAC2 antag = -2%
  Nrf2 activator = -0.7%
  TGFb inhibitor = 1%
  A549 viability = 7%
  MCF10A rereplic = -1%
  HepG2 tox = -16%
  Nrf2 block = 16%
  ATXN2 expr inh = -5%
  S2 tox = i

CCCCC(NC(=O)CCc1c(C)c2cc3c4c(oc3c(C)c2oc1=O)CCCC4)C(=O)O (configuration not stated)
  EPAC2 antag = -13%
  Nrf2 activator = -1.4%
  TGFb inhibitor = -19%
  A549 viability = 4%
  MCF10A rereplic = -12%
  HepG2 tox = -8%
  Nrf2 block = ?
  ATXN2 expr inh = -20%
  S2 tox = i
